# Source: PubChem
# PI5P4Ka inh = qHTS for Inhibitors of phosphatidylinositol 5-phosphate 4-kinase (PI5P4K); AID 652105, 2013; Phosphatidylinositol 5-phosphate 4-kinase type-2 alpha (Homo sapiens), P48426; PI5P4Kalpha enzyme, ADP-Glo luminescence, 60 min; active compounds read low; max response, %; hit rate 1.2% among 330,000; active = max response of -50% or lower; inconclusive = between -30% and -50%; inactive = -30% or higher; note: value at the top dose of about 77 µM; % is set by controls: 0 for no effect and ±100 for the full control effect
# Target sequence (P48426 whole entry, looked up): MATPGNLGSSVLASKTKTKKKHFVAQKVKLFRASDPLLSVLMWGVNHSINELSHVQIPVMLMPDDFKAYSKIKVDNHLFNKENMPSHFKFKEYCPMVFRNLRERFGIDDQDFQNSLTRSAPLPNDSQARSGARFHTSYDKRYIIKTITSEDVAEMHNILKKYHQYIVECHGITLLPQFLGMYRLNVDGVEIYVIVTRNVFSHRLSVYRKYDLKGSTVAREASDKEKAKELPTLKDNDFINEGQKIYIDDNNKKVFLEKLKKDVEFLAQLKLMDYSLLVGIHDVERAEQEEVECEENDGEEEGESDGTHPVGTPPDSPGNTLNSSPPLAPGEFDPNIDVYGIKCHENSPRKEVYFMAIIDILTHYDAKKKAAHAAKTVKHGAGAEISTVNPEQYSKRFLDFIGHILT
#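 qHTS, 1536-well: enzyme/substrate mix, compound by pin tool, 5 microM ATP final; RT 60 min; ADP-Glo reagents 1 (45 min) then 2 (30 min); luminescence.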
# EPAC1 ag = qHTS for Agonist of cAMP-regulated guanine nucleotide exchange factor 3 (EPAC1): primary screen; hit rate 0.073% among 360,000; Potency, µM (top dose mostly 154 µM), without a hit: top-dose activation, usual class: activators; EPAC1 agonist qHTS, biochemical assay; response scale: 100% = response to 6.5 mM cAMP; note: potency is the fitted concentration of half-maximal effect; nearly all actives have a fitted effect of over 60% in size
#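 Normalized to 6.5 mM cAMP, activity reflects EPAC1-catalysed release of BODIPY-GDP from Rap1B, followed kinetically over 30 min at 480 nm excitation, 540 nm emission. Reaction contained 100 nM EPAC1, 250 nM Rap1B-BODIPY-GDP, 50 uM GDP.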
# EPAC2 antagonist = qHTS for Antagonist of cAMP-regulated guanine nucleotide exchange factor 2 (EPAC2): primary screen. Rap guanine nucleotide exchange factor 4 (Homo sapiens), Q8WZA2. EPAC2 GEF exchange of Rap1B-BODIPY-GDP, fluorescence. Potency, µM (top dose mostly 114 µM), without a hit: top-dose activity, negative = inhibition, most hits filed as inhibitors. hit rate 0.18% among 360,000. AID 720708, 2013; note: potency is the fitted concentration of half-maximal effect; % is set by controls: 0 for no effect and ±100 for the full control effect; nearly all actives have a fitted effect of over 45% in size; many of its hits are not listed in these tables
# WRN helicase inh = qHTS for Inhibitors of WRN Helicase. Bifunctional 3'-5' exonuclease/ATP-dependent helicase WRN (Homo sapiens), Q14191. WRN helicase unwinding, fluorescent forked duplex, kinetic. Potency, µM (series often up to 114 µM), for the others: at the highest dose activity change, negative = inhibition, usual class: inhibitors. hit rate 0.46% among 360,000. AID 651768, 2012; note: potency is the fitted concentration of half-maximal effect; % is set by controls: 0 for no effect and ±100 for the full control effect; nearly all actives have a fitted effect of over 55% in size
#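 Enzyme (20 nM final) and test compound sit together 15 min at room temperature before substrate addition. Substrate is a single-forked duplex oligonucleotide (100 nM) labelled with fluorophore and quencher, with 2 mM ATP; helicase unwinding raises red fluorescence, read kinetically.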
# PLK1 PBD block = qHTS for Inhibitors of PLK1-PDB (polo-like kinase 1 - polo-box domain): Primary Screen | Serine/threonine-protein kinase PLK1 (Homo sapiens), P53350 | Plk1 PBD binding of FITC phosphopeptide, fluorescence polarization | Potency, µM, without a hit: max response, negative = inhibition, actives largely listed as inhibitors | hit rate 2.8% among 360,000; note: potency is the fitted concentration of half-maximal effect; series mostly up to about 57 µM; % is set by controls: 0 for no effect and ±100 for the full control effect; nearly all actives have a fitted effect of over 65% in size
# Target sequence (P53350 whole entry, looked up, the tested form may be a part): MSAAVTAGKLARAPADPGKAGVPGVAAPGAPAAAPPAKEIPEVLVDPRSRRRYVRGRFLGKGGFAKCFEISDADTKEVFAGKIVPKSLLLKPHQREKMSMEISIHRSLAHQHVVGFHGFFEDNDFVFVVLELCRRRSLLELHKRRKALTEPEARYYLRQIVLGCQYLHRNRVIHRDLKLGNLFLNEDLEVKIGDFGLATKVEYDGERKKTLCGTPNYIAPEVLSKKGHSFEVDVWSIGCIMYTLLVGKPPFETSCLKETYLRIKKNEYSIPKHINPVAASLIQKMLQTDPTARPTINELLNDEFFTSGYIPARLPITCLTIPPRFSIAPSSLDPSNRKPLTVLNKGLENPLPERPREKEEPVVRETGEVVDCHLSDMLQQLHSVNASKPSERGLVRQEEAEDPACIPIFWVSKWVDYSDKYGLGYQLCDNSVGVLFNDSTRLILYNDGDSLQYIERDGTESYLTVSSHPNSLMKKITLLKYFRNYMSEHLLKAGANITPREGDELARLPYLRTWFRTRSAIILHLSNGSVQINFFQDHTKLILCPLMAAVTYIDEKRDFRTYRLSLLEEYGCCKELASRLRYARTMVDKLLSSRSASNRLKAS
# CCT chaperon mod = High-Throughput Screening for Modulators of Cytosolic Chaperonin Activity; purified chaperonin ATPase assay, HTRF ADP detection, 30 min; activity change, % (concentration not given with the values), hits read low; hit rate 0.3% among 360,000; AID 651819, 2012; in the data active = activity change below about -30%; note: % is set by controls: 0 for no effect and ±100 for the full control effect
#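 ATPase activity: ADP formed was measured by HTRF Transcreener (665/615 nm ratio) after 30 min at 37 deg C with 10 uM ATP. Compounds screened at one 76 uM concentration against 40 or 20 nM TRiC in Tris pH 7.4/KCl/MgCl2/DTT buffer.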
# EPAC1 antagonist = qHTS for Antagonist of cAMP-regulated guanine nucleotide exchange factor 3 (EPAC1): primary screen. Rap guanine nucleotide exchange factor 3 (Homo sapiens), O95398. EPAC1 GEF assay, Rap1b-BODIPY-GDP exchange fluorescence. Potency, µM (series often up to 115 µM), for inactives: top-dose activity change, negative = inhibition, actives largely listed as inhibitors. hit rate 0.14% among 360,000. AID 720709, 2013;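 note: potency is the fitted concentration of half-maximal effect; plate controls were vehicle for no effect and positive control for full effect; nearly all actives have a fitted effect of over 50% in size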
# Mm-Cpn inhibitor = Inhibitors of TCP-1 ring complex (TRiC) of Methanococcus maripaludis (MmCpn): qHTS. Chaperonin Mm-Cpn (Methanococcus maripaludis). purified Mm-Cpn ATPase, ADP Transcreener TR-FRET. Potency, µM (series often up to 76.9 µM), inactives show at the highest dose activity, negative = inhibition, usual class: inhibitors. hit rate 0.031% among 330,000. AID 504842, 2011; note: potency is the fitted concentration of half-maximal effect; % is set by controls: 0 for no effect and ±100 for the full control effect; nearly all actives have a fitted effect of over 80% in size
#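 Eu-cryptate anti-ADP/ADP-d2 competition gives a ratio inversely related to ADP. Enzyme at 25 nM was pre-exposed to compound for 10 min, then given 10 uM ATP for 30 min, 37°C throughout.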
# * hit, by the source's call; ? = inconclusive; · = not tested or not shown; [ ] = dose if it differs, or a comment. Unless noted, calls come from the whole dose curve; as a rule, active = well fitted curve in the direction sought with a large enough effect; inconclusive = small, poorly fitted or top-dose-only effect, or another doubt; inactive = no such curve, though single readings can be large; an effect the other way counts as inactive or inconclusive. These rows are one share of the data; count on the stated rates, not on these rows.
SMILES,PI5P4Ka inh,EPAC1 ag,EPAC2 antagonist,WRN helicase inh,PLK1 PBD block,CCT chaperon mod,EPAC1 antagonist,Mm-Cpn inhibitor
CC(=O)NC(CCCNC(=S)NC1CCCCC1)C(=O)O (stereo not drawn),1,6%,-2%,-4%,-24%,1.7,-6%,1%
O=C(Nc1ccc(Br)cc1)C1CC=CCC1C(=O)OCC1CCCO1 (stereo not drawn),·,5%,-10%,-14%,-8%,-2.4,-20%,1%
CC(=O)C1=CCC(c2ccc(C)cc2)N(S(=O)(=O)c2ccc(Cl)cc2)C1 (stereo not drawn),1,10%,-21%,-4%,-11%,0.6,-4%,·
Cc1occc1C(=O)NCCc1ccc(Cl)cc1,·,-7%,-4%,4%,-12%,-3.6,8%,-1%
O=C(CNC(=O)c1ccccc1Cl)N/N=C/c1ccc2c(c1)OCO2,2,-1%,-5%,5%,-3%,-1.6,7%,2%
Cc1cc2ccccn2c1C(=O)c1ccc(S(=O)(=O)N(C)C)cc1,-1,-5%,8%,-9%,6%,-0.3,17%,3%
CCc1nc2cccnc2n1-c1ccc(CC(=O)O)cc1,-16,-1%,2%,-1%[11.6 µM],-19%,0.0,2%,1%
CC1C(=NO)C(C)C(c2ccc(N(C)C)cc2)NC1c1ccc(N(C)C)cc1 (stereo not drawn),·,-3%,7%,1%,-1%,0.0,9%,-2%
CC1CC1C(=O)OCC(=O)Nc1ccc(Cl)cn1 (stereo not drawn),-7,-4%,-7%,-1%,6%,2.1,1%,-15%
Cc1cc(C(F)(F)F)nn1CC(=O)Nc1cccnc1,12,-2%,6%,-8%,-9%,-41*,-8%,1%

# Reprinted at random: two records from the list.
SMILES,PI5P4Ka inh,EPAC1 ag,EPAC2 antagonist,WRN helicase inh,PLK1 PBD block,CCT chaperon mod,EPAC1 antagonist,Mm-Cpn inhibitor
CC1CC1C(=O)OCC(=O)Nc1ccc(Cl)cn1 (stereo not drawn),-7,-4%,-7%,-1%,6%,2.1,1%,-15%
CC(=O)C1=CCC(c2ccc(C)cc2)N(S(=O)(=O)c2ccc(Cl)cc2)C1 (stereo not drawn),1,10%,-21%,-4%,-11%,0.6,-4%,·

# (continued)
SMILES,PI5P4Ka inh,EPAC1 ag,EPAC2 antagonist,WRN helicase inh,PLK1 PBD block,CCT chaperon mod,EPAC1 antagonist,Mm-Cpn inhibitor
COc1cc(OC)c(/C=N/n2c(C3CCCCC3)n[nH]c2=S)c(OC)c1,-6,-3%,-5%,13%,-8%,-0.8,-7%,-7%
O=S(=O)(c1ccc(Cl)s1)N1CCN(CCc2ccccc2)CC1,-2,?,-4%,-25%,-13%,-0.7,6%,1%
O=C(Nc1ccncc1)c1cccc(S(=O)(=O)N2CCN(c3ccc(F)cc3)CC2)c1,24,5%,-21%,4%,-6%,-4.1,-22%,3%
CC1(C(=O)NS(=O)(=O)Cc2ccccc2C(F)(F)F)CCN1C(=O)c1cccc(F)c1 (stereo not drawn),0,13%,-2%,1%,-2%,1.1,-3%,·
O=C(CNC(=O)c1ccc(Cl)cc1)NCC(F)(F)F,-4,-4%,12%,-4%,4%,-1.4,7%,-2%
Cc1ccc(CNC(=O)c2cnc(-c3ccccn3)nc2C(F)(F)F)cc1,-1,-7%,-7%,1%,1%,-0.5,0%,1%
CCNc1nc(NCc2ccccc2)nc(SCC(N)=O)n1,2,3%,0%,-7%,-21%,-3.1,3%,1%
COc1cc(NS(=O)(=O)c2ccc(NC(=O)C34CC5CC(CC(C5)C3)C4)cc2)ncn1,-13,5%,-4%,-11%,-13%,-1.1,4%,0%
Cc1ccc(C(=O)NNC(=O)c2ccccc2)cc1S(=O)(=O)N1CCCCC1,-2,1%,3%,0%,2%,-5.7,-3%,0%
Cc1cnc(CNC(=O)c2csc([C@@H]3O[C@H](CO)[C@H](O)[C@H](O)[C@H]3O)n2)cn1,-3,5%,8%,4%,-6%,0.3,2%,·

# Limited to CCT chaperon mod and EPAC1 antagonist, for some of the entries so far:
canonical_smiles | CCT chaperon mod | EPAC1 antagonist
CC1CC1C(=O)OCC(=O)Nc1ccc(Cl)cn1 (stereo not drawn) | 2.1 | 1%
Cc1cc(C(F)(F)F)nn1CC(=O)Nc1cccnc1 | -41* | -8%

# Next section.
SMILES,PI5P4Ka inh,EPAC1 ag,EPAC2 antagonist,WRN helicase inh,PLK1 PBD block,CCT chaperon mod,EPAC1 antagonist,Mm-Cpn inhibitor
CC(C)(C)S(=O)(=O)/C(C#N)=N/Nc1ccc(C#N)cc1,1,-2%,-8%,6%,-12%,-0.8,-2%,-2%
CCOC(=O)c1c(C)[nH]c(N=Nc2cc(C(=O)O)cc(C(=O)O)c2)c1C,-6,2%,-7%,?,-11%,2.5,?,-1%
N#CCCn1cc(C(=O)N2CCOCC2)c(-c2ccc3c(c2)OCCO3)n1,3,2%,-4%,-1%[57.1 µM],4%,3.0,-25%,4%
c1ccc(NC2=NCCN2CCC2CCCC2)cc1,7,1%,8%,4%,-18%,-1.3,2%,3%
O=C(Cc1ccccc1)Nc1nc(-c2cccc([N+](=O)[O-])c2)cs1,-2,-14%,-1%,-5%[57.1 µM],30%[activator],-0.1,-24%,-1%
CSCCC(NC(=O)COc1ccccc1)C(=O)Nc1ccc(C)cc1 (stereo not drawn),8,-4%,0%,12%,2%,0.1,6%,0%
O=C(O)CSc1nnc(CNc2cccc(C(F)(F)F)c2)n1Cc1ccco1,-71*,-5%,-2%,-20%,-14%,0.2,0%,2%
O=C(NCc1ccco1)c1ccc(-c2ccccc2Cl)o1,-5,6%,-13%,-2%,-4%,0.5,-5%,0%
Cc1ccccc1N/C(SCc1cccc(Br)c1)=C(/C#N)C(N)=O,-5,-7%,-1%,3%,-5%,-0.3,-6%,0%
Cc1ccc(NC(=O)CSc2nc(CSc3ccc(C)cc3)cc(=O)[nH]2)cc1,7,-14%,-25%,-12%,-21%,0.9,8%,-1%

# An excerpt from above in order of formula weight, ascending.
SMILES,PI5P4Ka inh,EPAC1 ag,EPAC2 antagonist,WRN helicase inh,PLK1 PBD block,CCT chaperon mod,EPAC1 antagonist,Mm-Cpn inhibitor
CC(=O)NC(CCCNC(=S)NC1CCCCC1)C(=O)O (stereo not drawn),1,6%,-2%,-4%,-24%,1.7,-6%,1%
O=C(CNC(=O)c1ccccc1Cl)N/N=C/c1ccc2c(c1)OCO2,2,-1%,-5%,5%,-3%,-1.6,7%,2%
N#CCCn1cc(C(=O)N2CCOCC2)c(-c2ccc3c(c2)OCCO3)n1,3,2%,-4%,-1%[57.1 µM],4%,3.0,-25%,4%

# More structures.
SMILES,PI5P4Ka inh,EPAC1 ag,EPAC2 antagonist,WRN helicase inh,PLK1 PBD block,CCT chaperon mod,EPAC1 antagonist,Mm-Cpn inhibitor
Cc1ccccc1CN1C[C@@H]2C[C@@H](c3ccc4nsnc4c3)N3CCC[C@@]23C1=O,-2,-3%,1%,-7%,-15%,-1.6,-6%,-2%
C=C(C)Cn1c(Sc2nnc(C)s2)nc2c1c(=O)[nH]c(=O)n2C,·,-2%,7%,9%,-1%,-2.4,12%,1%
COc1ccccc1NS(=O)(=O)c1cccc(C(=O)N/N=C2\CC(=O)CC(C)(C)C2)c1,-22,10%,-7%,2%,-1%,-0.9,2%,?
O=[N+]([O-])c1ccc(N2CCNCC2)c(S(=O)(=O)N2CCOCC2)c1,10,-4%,17%,9%,-2%,0.1,5%,-3%
CCOC(=O)Cn1c(=O)oc2cc(S(=O)(=O)Nc3cccc(C)c3)ccc21,-2,-3%,3%,-8%,?,-4.1,-8%,0%
O=C(COC(=O)CCN1C(=O)/C(=C\C=C\c2ccccc2)SC1=S)Nc1cc(F)ccc1F,-51*,2%,1%,-36%[57.1 µM],-23%,-1.4,?,0%
CCOC(=O)/C=C/C(=O)N1CCc2ccccc21,1,2%,-9%,-10%,-12%,-4.3,-6%,2%
COC(=O)c1c(C(=O)OC)c(-c2ccc(OC)cc2)n2c1CS(=O)C2 (stereo not drawn),3,7%,5%,-1%,0%,1.6,-29%,0%
COc1ccccc1-n1c(SCC(=O)NC2CC2)nc2ccccc2c1=O,-3,7%,-8%,-1%,-2%,2.0,-26%,-3%
COc1ccc(S(=O)(=O)Nc2c(C)n(C)n(-c3ccccc3)c2=O)cc1C(=O)O,1,7%,-7%,-3%,-18%,-1.5,2%,0%
CCC(C)[C@H](NC(=O)N1CCn2c1nc1ccccc12)C(=O)NCCc1ccc(OC)c(OC)c1 (stereo partly drawn),-9,-4%,2%,8%,-1%,0.5,7%,-3%
O=C1NC[C@H](CC2CCCCC2)N(CCC23CC4CC(CC(C4)C2)C3)C1=O,-7,1%,15%,2%,-10%,-1.9,-3%,·
CCN(C(=O)COC(=O)c1ccc2ccccc2c1)c1c(N)n(Cc2ccccc2)c(=O)[nH]c1=O,4,-8%,26%,-2%,-2%,2.3,-15%,-4%
CCCCNC(=S)N1CCC(Cc2ccccc2)CC1,3,9%,-15%,-2%,3%,-0.8,-18%,1%
Cc1cc(/C=C2/NC(=O)NC2=O)c(C)n1-c1cccnc1,-1,8%,15%,-25%[57.1 µM],3%,-3.4,-10%,-3%
NC(=O)CC(NC(=O)Cc1cccc2ccccc12)c1ccc(NC2CCC2)c([N+](=O)[O-])c1 (stereo not drawn),-19,-27%,-6%,-2%,3%,0.7,-16%,1%
O=C1OCC2=C1C(c1ccccc1)CC(=O)N2c1ccccc1 (stereo not drawn),4,2%,1%,-27%[57.1 µM],-2%,1.6,?,-3%
CC(NC(=O)C(=O)NCCC1=CCCCC1)c1ccccc1 (stereo not drawn),16,-9%,-3%,-10%,-8%,1.9,-5%,0%
COc1ccccc1CNCc1cc(Br)ccc1OC,2,4%,10%,-3%,-8%,1.9,12%,-6%
Cc1cc(C)nc(N2CCC(C(=O)NNC(=O)c3ccc(Cl)cc3)CC2)n1,-2,0%,3%,3%,6%,-0.6,-12%,-2%
C1CSC2(N1)C1CC3CC2CC(C1)C31NCCS1 (stereo not drawn),-1,-5%,6%,5%,-6%,-3.4,10%,-1%
